# Screens deposited in PubChem by several laboratories.
# HRas wt GTP bind = modulators of GTP binding to HRas wildtype, primary screen, biochemical, bead-based flow cytometry, multiplex; GTPase HRas (Homo sapiens), P01112; GST-Ras wt beads, Bodipy-FL-GTP binding; actives lie on both sides; GTP binding activity, % at 10 µM; hit rate 0.14% among 190,000; AID 759, 2007;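 active = GTP binding activity at least 20% away from the 100% baseline, either lowered as inhibitor or raised as activator; inconclusive = flagged as likely green fluorescent, judged across all proteins in the well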;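 also: 0% = unlabeled GTP competition control and 100% = no-compound control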
# Target sequence (P01112 whole entry, looked up): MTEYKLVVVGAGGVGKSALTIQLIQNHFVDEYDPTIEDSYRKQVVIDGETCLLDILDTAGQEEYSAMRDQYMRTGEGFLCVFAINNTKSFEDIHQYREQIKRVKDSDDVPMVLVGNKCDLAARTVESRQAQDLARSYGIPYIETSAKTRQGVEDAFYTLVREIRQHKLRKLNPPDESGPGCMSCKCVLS
# ABCG2 block = ABCG2 efflux pump inhibitors, primary screen, multiplex with ABCB1, IgMXP3 cells, flow cytometry. Broad substrate specificity ATP-binding cassette transporter ABCG2 (Homo sapiens), Q9UNQ0. hit rate 0.1% among 190,000. AID 1325, 2008. JC-1 efflux. inhibition, % at 6.6 µM;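 active = inhibition above 80%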;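 also: 0% = DMSO and 100% = nicardipine control wells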
# Target sequence (Q9UNQ0 whole entry, looked up): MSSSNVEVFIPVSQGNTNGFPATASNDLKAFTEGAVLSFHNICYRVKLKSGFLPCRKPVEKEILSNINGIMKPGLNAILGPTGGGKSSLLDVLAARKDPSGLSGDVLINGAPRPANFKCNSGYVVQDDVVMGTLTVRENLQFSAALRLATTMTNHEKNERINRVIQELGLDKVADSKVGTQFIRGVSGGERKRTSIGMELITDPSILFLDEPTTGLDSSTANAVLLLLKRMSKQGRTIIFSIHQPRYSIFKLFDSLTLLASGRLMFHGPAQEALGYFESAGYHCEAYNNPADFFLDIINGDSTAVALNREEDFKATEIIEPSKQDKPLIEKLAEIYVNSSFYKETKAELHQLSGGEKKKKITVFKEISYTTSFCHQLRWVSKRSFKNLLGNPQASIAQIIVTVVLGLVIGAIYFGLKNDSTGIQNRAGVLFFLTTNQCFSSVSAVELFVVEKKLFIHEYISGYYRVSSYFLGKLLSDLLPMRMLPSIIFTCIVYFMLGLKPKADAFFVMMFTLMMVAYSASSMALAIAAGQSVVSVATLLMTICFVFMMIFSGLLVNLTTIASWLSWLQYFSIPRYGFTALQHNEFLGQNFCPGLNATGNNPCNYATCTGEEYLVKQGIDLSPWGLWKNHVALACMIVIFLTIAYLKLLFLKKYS
#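 Assay system – ABCG2 IgMXP3 and barcoded ABCB1 CCRF-Adr cell mix · Input – 3 million cells/mL in well · Reagent – JC-1 fluorescent substrate · Compound – single test compound dose, 6.6 µM final · Timing – 10 min exposure at 25 °C with rotation, no wash · Detection – flow cytometry of retained JC-1 fluorescence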
# Cdc42 wt GTP = modulators of GTP binding to wildtype Cdc42, primary screen, biochemical, multiplex bead flow cytometry, Bodipy-GTP | percent activity (GTP binding), % at 10 µM | GST-Cdc42 beads; actives lie on both sides | Cell division control protein 42 homolog (Homo sapiens), P60953 | hit rate 0.2% among 190,000;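 active = percent activity GTP binding at least 20 points away from the 100% baseline, either down as inhibitor or up as activator; inconclusive = compound flagged as likely green fluorescent from well-wide comparison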;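 also: median bead fluorescence of bound Bodipy-FL-GTP at 100 nM; 0% = excess unlabeled GTP control and 100% = no compound control; below 100% means less GTP binding so inhibitor and above means activator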
# Target sequence (P60953 whole entry, looked up): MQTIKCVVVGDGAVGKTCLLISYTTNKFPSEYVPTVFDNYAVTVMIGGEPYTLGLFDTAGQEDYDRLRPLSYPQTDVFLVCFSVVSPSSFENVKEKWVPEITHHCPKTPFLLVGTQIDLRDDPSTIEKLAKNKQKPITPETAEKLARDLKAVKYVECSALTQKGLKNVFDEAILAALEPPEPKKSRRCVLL
# Avidin bead fluor = green autofluorescence of compounds with avidin beads – biophysical, 488/530 nm, flow cytometry, artefact control, profiling panel; compound fluorescence 488/530 nm; active compounds read high; fluorescence (KMESF) at 10 µM; hit rate 0.38% among 220,000; AID 1775, 2009; in the data active = fluorescence above about 47; also: inactives centre near 10
# Rab7 wt modul = modulators of GTP binding to Rab7, primary screen, biochemical, wildtype, multiplex bead flow cytometry. GST-Rab7 beads, fluorescent GTP binding; actives lie on both sides; untreated = 100%, excess cold GTP = 0%. GTP binding activity (percent of control), % at 10 µM. hit rate 0.055% among 190,000. AID 758, 2007;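 active = fluorescent GTP binding to Rab7 beads changed by at least 20 points from the 100% baseline, either direction, mostly lower; inconclusive = compound itself probably fluorescent, or too few beads counted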;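 also: median green fluorescence of bound Bodipy-FL-GTP per Rab7 bead population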
# ABCB1 block = ABCB1 efflux pump inhibitors, primary screen, cell-based, multiplex, flow cytometry, ABCG2 counter-screen. ATP-dependent translocase ABCB1 (Homo sapiens), P08183. CCRF-Adr cells, JC-1 efflux. inhibition, % at 6.6 µM. hit rate 0.067% among 190,000. AID 1326, 2008; in the data active = inhibition above about 40%;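 also: 0% = vehicle and 100% = reference inhibitor; higher value means more JC-1 retained so stronger ABCB1 efflux block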
# Pf gamet viab = late stage P. falciparum gametocyte viability inhibitors, primary screen, ATP luminescence, HTS. P. falciparum stage V gametocytes, 24 h. inhibition, % at 10.9 µM. hit rate 0.065% among 150,000. AID 743093, 2013;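 active = inhibition above the mean plus 3 SD of compounds within the control limits, set per campaign, cut at about 38% in these data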;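 also: 0% = DMSO wells and 100% = medium only without gametocytes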
# Rab2A wt mod = modulators of GTP binding to Rab2A wildtype, primary screen, biochemical, dog, bead-based flow cytometry, multiplex. Ras-related protein Rab-2A (Canis lupus familiaris), P61105. hit rate 0.19% among 190,000. GST-Rab2 wt beads, Bodipy-GTP binding. GTP binding activity, % at 10 µM;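 active = GTP binding activity at least 20 points away from 100%, either lowered or raised; inconclusive = signal likely due to the compound's own green fluorescence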;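 also: 0% = beads with excess unlabeled GTP and 100% = no-compound control corrected for plate trend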
# Rac1 wt modul = wildtype Rac1 GTP binding modulators, primary screen, biochemical, GST-Rac1 beads, flow cytometry, multiplex; Ras-related C3 botulinum toxin substrate 1 (Homo sapiens), P63000; fluorescent GTP binding; actives lie on both sides; 0 = cold GTP competed, 100 = untreated; GTP binding activity (% of control), % at 10 µM; hit rate 0.27% among 190,000;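 active = GTP binding activity at least 20 points away from the 100% control level, either lower or higher; inconclusive = compound flagged as likely green fluorescent, judged across all proteins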
# GSH bead fluor = compound fluorescence on glutathione beads, profiling panel, artefact control, biophysical, 488/530 nm, flow cytometry; GSH beads flow cytometry, compound fluorescence 488/530 nm; active compounds read high; fluorescence (KMESF) at 10 µM; hit rate 0.25% among 190,000; AID 1776, 2009; in the data active = fluorescence above about 89;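 also: glutathione beads carrying GST-tagged Bcl family fusion proteins plus one bare bead set; values are compound well signal with DMSO vehicle wells as background; inactives centre near 16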
# Rac1 mut GTP = GTP binding modulators of activated mutant Rac1, primary screen, biochemical, bead-based flow cytometry, multiplex, fluorescent GTP | Ras-related C3 botulinum toxin substrate 1 (Homo sapiens), P63000 | GST-Rac1 activated beads; actives lie on both sides; 100% means binding = to untreated wells | percent activity (GTP binding), % at 10 µM | hit rate 0.11% among 190,000 | AID 764, 2007;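 active = GTP binding at least 20 percentage points away from the 100% baseline, in either direction, so actives lie on both sides; inconclusive = Compound likely fluorescent itself, or too few beads counted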
# Active calls of the source: *; u = inconclusive; x = no result given.
canonical_smiles	HRas wt GTP bind	ABCG2 block	Cdc42 wt GTP	Avidin bead fluor	Rab7 wt modul	ABCB1 block	Pf gamet viab	Rab2A wt mod	Rac1 wt modul	GSH bead fluor	Rac1 mut GTP
CCN1CCN(CCn2c(=S)[nH]c3cc4c(cc3c2=O)OCO4)CC1	106	2	108	12	105	0.2	22	105	107	13	101
CCC(C)c1ccc(NC(=O)C2CCN(c3ncccn3)CC2)cc1 (stereo not given)	98	8	100	5	99	0.8	x	99	108	17	100
CN1/C(=C\C(=O)c2ccco2)C(C)(C)c2ccccc21	99	-1	99	34	96	0.2	x	97	98	14	99
CCOCCSc1nc2c(c(=O)[nH]c(=O)n2C)n1CCCc1ccccc1	95	-2	94	22	97	-0.4	-34	96	98	25	97
Cn1c(=O)c2c(nc(NN=C3CCCCC3)n2C)n(C)c1=O	96	8	95	9	97	1.2	0	97	98	25	94
CCC(CC)NC(=O)CON=C1c2ccccc2-c2ccccc21	99	4	101	16	98	0.9	-7	99	99	15	98
CCOC(=O)N1CCC(=NNC(=O)c2ccccc2F)CC1	99	4	98	4	102	2.3	-7	97	101	19	100
Cc1ccc(NC(=O)c2ccccc2OCC(=O)c2ccc(F)cc2)cc1	103	9	100	14	98	0.9	-2	101	102	11	102
Nc1nc(CSc2ccc(Cl)cc2)nc(N2CCCCC2)n1	98	11	97	14	102	0.8	-30	97	105	13	96
COc1ccc(C(=O)NCc2ccc(-c3nc4ccccc4s3)cc2)cc1	104	1	105	14	97	0.1	x	104	102	64	101
CNC(=O)c1ccccc1S(=O)c1ccccc1C#N (stereo not given)	94	0	95	34	94	-0.1	-45	95	93	11	93
CCCOc1ccc(N2C(=O)CC(N(Cc3ccc(S(N)(=O)=O)cc3)C(=O)CC)C2=O)cc1 (stereo not given)	98	3	99	10	95	0.9	x	97	96	27	95
Cc1onc(-c2ccccc2)c1C(=O)Nc1ccc(S(=O)(=O)N2CCCC2)cc1	99	3	101	23	101	1.0	-3	101	102	11	96
CCOc1cc(S(=O)(=O)N(CC)CC)ccc1Br	94	3	98	1	96	-0.8	15	96	99	34	96
CCCCC(=O)Nc1ccc(NC(=O)CCCC)nc1	102	2	105	9	101	0.3	-7	102	106	16	101
NC(=O)c1ccsc1NC(=O)c1ccc(N2CCCC2=O)cc1	93	-1	90	21	102	-0.3	x	94	95	8	90
CCN(Cc1nc2cc(OC)c(OC)cc2c(=O)[nH]1)C(=O)c1ccc(S(=O)(=O)N(C)C)cc1	98	6	98	15	97	0.9	x	98	96	32	94
Cc1ccccc1CS(=O)(=O)c1cnc2ccccc2n1	100	42	107	21	97	1.7	x	101	105	23	104
Cc1oc(-c2cccc(Cl)c2)nc1CN1CCCC(C(=O)NCCCN2CCOCC2)C1 (stereo not given)	102	5	103	8	100	0.9	x	102	102	15	100
COCCOC(=O)c1[nH]c2c(c1C)C(=O)CC(c1ccco1)C2 (stereo not given)	103	12	102	18	104	0.3	x	103	108	12	101
O=C(OCc1cc(=O)n2cc(Br)ccc2n1)C1COc2ccccc2O1 (stereo not given)	104	16	107	9	104	1.4	-6	105	112	24	103
COc1ccccc1-c1n[nH]c(=S)n1N	94	2	96	22	92	0.8	-21	98	99	9	95
Cc1nc2cc(NC(=O)NCCC3=CCCCC3)ccc2o1	97	52	100	13	93	-0.8	-8	98	97	25	99
C/C(CC(=O)Nc1ccc(Cl)c(Cl)c1)=N\NC(N)=S	101	5	100	20	101	0.7	x	100	103	57	98
CCc1ccc(Oc2nnnn2-c2ccc(C(N)=O)cc2)cc1	99	2	98	8	106	-0.2	x	99	97	17	95
O=C1CSC(=S)N1c1cccnc1	101	0	100	7	102	-0.1	x	99	102	266*	97
COC(=O)C1=C(C)N(C)C(=S)NC1c1c(OC)ccc2ccccc12 (stereo not given)	94	1	101	9	95	2.4	-2	95	94	20	97
COc1ccc(/C=N/Nc2ccc(C(F)(F)F)cc2[N+](=O)[O-])cc1O	99	23	100	13	98	0.5	x	100	101	10	98
Cc1ccc(CNC(=O)CN2CCC(C(N)=O)CC2)cc1	106	1	105	16	107	0.2	-11	105	106	13	100
O=C(NCc1ccco1)C1CCN(C(=O)Cc2ccccc2)CC1	104	-5	102	20	104	-1.6	x	103	104	28	100
O=C(CSc1nnc(NC(=O)c2ccco2)s1)Nc1ccc(F)cc1	98	2	97	10	101	0.6	-13	97	100	22	97
COc1ccccc1N1CCN(C(CNS(=O)(=O)c2cccs2)c2cccnc2)CC1 (stereo not given)	101	-4	98	6	103	-2.9	x	99	102	24	100
Nc1nncn1C(=O)c1cccs1	101	0	100	2	100	-1.2	x	100	103	41	100
COc1cc(C(=O)Nc2nnc(C)s2)cc(OC)c1OC	102	0	103	17	106	-2.5	x	101	106	22	103
CCCCC(=O)NCCNc1nc2c(c(=O)n(C)c(=O)n2C)n1Cc1ccccc1	101	1	102	8	103	0.1	x	101	105	45	98
CCOC(=O)CSc1nc2ccc(Nc3nc(N4CCOCC4)nc(N4CCOCC4)n3)cc2s1	101	3	102	10	95	0.9	-31	99	105	21	99
CC12CCC(C(=O)N(CCCN3CCN(Cc4ccccc4)CC3)C1=O)C2(C)C (stereo not given)	93	1	94	7	101	0.5	-10	95	91	13	91
CCOC(=O)c1ccc(Nc2ccc([N+](=O)[O-])cn2)cc1	103	7	99	1	98	0.6	8	100	102	9	101
CSc1cc(C)nc(N(C)C(C)=O)n1	97	-1	96	5	97	-1.9	x	95	97	33	93
CC(C)Oc1ccc(C(=O)NC2CCS(=O)(=O)C2)cc1 (stereo not given)	103	1	101	16	98	0.1	x	100	105	25	100
CCOC(=O)C(C)N1N=C(/C=C/c2ccc(C)cc2)CCC1=O (stereo not given)	95	2	96	6	95	0.2	-5	93	98	51	93
COc1ccc(N2CCCCn3c2nc2c3c(=O)n(C)c(=O)n2C)cc1	101	-4	102	8	101	1.2	x	104	105	32	98
O=C(NCCO)/C(=C\c1ccc([N+](=O)[O-])o1)NC(=O)c1ccccc1	102	7	98	13	105	1.1	2	101	100	23	96
CCN(c1ccccc1)S(=O)(=O)c1ccc(Cl)c(C(=O)OCC(=O)c2[nH]c(C)c(C(C)=O)c2C)c1	101	7	96	16	95	1.3	-22	98	100	12	97
COCCNC(=S)N1CCc2cc(OC)c(OC)cc2C1COc1ccc(F)cc1 (stereo not given)	97	9	99	24	94	4.9	4	95	98	17	97
CC12COC3(C(=O)Nc4ccc(F)cc4)CC1CCC32C (stereo not given)	103	8	103	11	100	0.3	x	102	106	18	101
Cn1cnnc1SCCC(=O)Nc1ccc(Cl)cc1	100	3	100	6	96	0.7	-13	99	101	14	101
CC/C(=N\NC(=O)c1c(-c2ccccc2)noc1C)c1ccc(C)o1	101	17	106	3	100	0.9	-1	101	118	10	100
CC(C)C(NC(=O)c1ccc(Cl)cc1)C(=O)O (stereo not given)	103	2	103	16	104	0.5	-2	104	110	33	101
O=C(c1ccccc1)N1CCN(Cc2cccc(Oc3ccccc3)c2)CC1	101	1	99	7	98	0.5	x	100	105	9	102

# (continued)
canonical_smiles	HRas wt GTP bind	ABCG2 block	Cdc42 wt GTP	Avidin bead fluor	Rab7 wt modul	ABCB1 block	Pf gamet viab	Rab2A wt mod	Rac1 wt modul	GSH bead fluor	Rac1 mut GTP
COc1cc2c(cc1OC)CN(c1ccc([N+](=O)[O-])cc1Cl)CC2	99	3	94	4	96	1.3	x	98	102	8	94
Nc1nnc(Cc2ccc(Cl)cc2Cl)s1	98	7	100	17	101	0.2	x	100	100	28	96
COC(=O)CNC(=O)C(C)NC(=O)CNC(=O)OCc1ccccc1 (stereo not given)	98	1	98	32	99	0.2	x	98	98	8	98
CC(C)(C)NC(=S)Nc1ccc(Br)cc1	100	2	101	13	97	-2.3	x	99	100	21	99
O=C(CCC1CCCC1)N1CCN(C(=O)C2CC2)CC1	100	3	105	20	103	0.8	x	101	104	13	98
COc1cc(/C=N/NC(=O)COc2ccccc2C)ccc1OC(=O)c1cccs1	96	0	96	35	95	-0.1	30	98	101	26	95
Clc1cccc(/C=N/Nc2ncnc3ccccc23)c1	97	9	98	8	98	0.5	-6	99	99	26	97
Cc1cccc(NC(=S)NCc2ccco2)n1	94	2	94	10	99	-0.1	-11	97	94	10	92
C#CCn1c(S(=O)(=O)Cc2ccccc2Cl)nc(-c2ccccc2)c1-c1ccccc1	97	0	97	12	96	0.1	x	96	97	63	96
Cc1onc(-c2ccccc2)c1C(=O)N1CCN(CCc2ccccc2)CC1	105	1	106	17	108	1.2	x	107	102	21	102
CCCCOC(=O)NC1CCS(=O)(=O)C1 (stereo not given)	u	4	u	12	u	0.8	7	u	u	11	u
CC(C)C(NC(=O)C1CCCCC1)C(=O)Nc1ccccn1 (stereo not given)	102	3	101	9	99	1.2	14	102	108	9	102
C/C(CC1CC(COCC(C)C)OC1=O)=N\NC(N)=S (stereo not given)	100	20	98	5	99	0.8	-7	98	102	12	99
CCCN(CCC)S(=O)(=O)c1cccc(C(=O)Nc2ccc3c(c2)OCO3)c1	96	0	98	7	98	0.0	x	94	97	6	98
COc1cc(-c2[nH]ncc2CN2CCN(Cc3cccs3)CC2)cc(OC)c1OC	100	1	94	6	108	0.9	-9	100	99	15	95
CCN(CCCNC(=O)COc1cc(=O)n(C)c2ccccc12)c1cccc(C)c1	95	9	96	16	89	2.1	16	94	92	24	94
Cc1ccc(S(=O)(=O)N2CCC(=O)N(CCOC(=O)NCc3ccccc3)CC2)cc1	102	-4	97	10	102	-0.3	x	101	101	17	99
Cc1ccc2nc(SC(C)C(=O)NCc3ccco3)[nH]c2c1 (stereo not given)	101	4	100	7	98	0.5	x	100	100	14	99
COCc1cc(C)n(CC(=O)Nc2ccccc2C(=O)OC)c(=O)c1C#N	108	3	107	18	107	1.0	x	107	107	13	99
